IMPase Li inh: cell-permeable IMPase inhibitors with lithium potentiation; CHO-M1 cells, IP1 TR-FRET (IP-One), carbachol + lithium; Potency, µM (titrated, usually from 59.4 µM), for inactives: at the top dose activity, negative = IMPase inhibition, actives largely listed as inhibitors; 210,000 tested, 0.35% active;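 further: IP1 builds up when IMPase is blocked and the TR-FRET signal falls; plate controls were basal vehicle for no effect and high inhibitor control for full effect; nearly all actives have a fitted effect of over 50% in size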
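CHO cells stably expressing M1 receptor (2000/well, cultured 16–30 h) treated 30 min at 37C with compound plus low lithium. Cytosolic IP1 by TR-FRET (665/620 ratio and 620 channel) after 10 min lysis; AC50 by Hill fit.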
Epigenetic derep: derepresses silenced GFP reporter in murine cells. murine LDR cells, GFP reporter derepression, 30 h. Potency, µM (highest dose often 53.9 µM), for the others: top-dose GFP activation, hits mostly activators. AID 1865. 280,000 tested, 0.2% active; further: % of control where 0% means no effect; nearly all actives have a fitted effect of over 60% in size
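In this reporter-derepression format, murine cells bearing a silenced integrated CMV-GFP locus incubate with test compound (30 h, 37 C), then are washed and imaged; fluorescent objects of 20–120 um count as induced cells.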
NPSR antag: neuropeptide S receptor (human) antagonism, cAMP | Q6W5P4 | CHO-NPSR cells, cAMP TR-FRET, antagonist mode | Potency, µM (doses to about 38.3 µM), inactives show at the top dose activity change, negative = inhibition, actives largely listed as inhibitors | 220,000 tested, 1% active; further: on the % scale 0 is the no-effect control and ±100 the full control effect; nearly all actives have a fitted effect of over 50% in size; many of its hits are not listed in these tables
Target sequence (Q6W5P4 whole entry, looked up): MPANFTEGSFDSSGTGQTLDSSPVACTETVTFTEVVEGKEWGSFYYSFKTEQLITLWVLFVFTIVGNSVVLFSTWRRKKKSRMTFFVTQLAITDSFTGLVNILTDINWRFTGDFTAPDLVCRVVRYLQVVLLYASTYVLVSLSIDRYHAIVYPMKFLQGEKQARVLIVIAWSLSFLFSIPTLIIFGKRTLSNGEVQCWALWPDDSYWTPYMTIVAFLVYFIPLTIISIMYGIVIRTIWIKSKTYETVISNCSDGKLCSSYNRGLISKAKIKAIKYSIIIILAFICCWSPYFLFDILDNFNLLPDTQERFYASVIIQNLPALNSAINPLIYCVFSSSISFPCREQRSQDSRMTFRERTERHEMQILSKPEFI
KinaseGlo FLuc: Kinase-Glo luciferase inhibition (counter-screen); Kinase-Glo luciferase, ATP luminescence, 8 min; Potency, µM (highest dose often 38.3 µM), for the others: top-dose activity change, negative = inhibition, usual class: inhibitors; AID 1379; 200,000 tested, 0.28% active; further: on the % scale 0 is the no-effect control and ±100 the full control effect; nearly all actives have a fitted effect of over 60% in size
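Luminescence was the read-out, taken after 8-minute incubation at ambient temperature. Luciferase turned over luciferin with 10 uM ATP in imidazole pH 7.2 buffer containing KCl, MgCl2, Tween 20 and BSA.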
KDM4E inh: JMJD2E (human) inhibition; B2RXH2; Potency, µM (titrated, usually from 57.1 µM), inactives show at the top dose activity change, negative = inhibition, usual class: inhibitors; JMJD2E catalytic domain, FDH-coupled NADH fluorescence (FDH is formaldehyde dehydrogenase); 230,000 tested, 1.6% active; active means well fitted inhibition curve with a large enough effect, not every such curve was filed as active; inconclusive means small, poorly fitted or top-dose-only effect, or another doubt; inactive means no such curve, though single readings can be large or run the other way;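 further: 0% = wells with enzyme and -100% = buffer wells without enzyme; nearly all actives have a fitted effect of over 50% in size; many of its hits are not listed in these tables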
Target sequence (B2RXH2 1-337 limits assumed): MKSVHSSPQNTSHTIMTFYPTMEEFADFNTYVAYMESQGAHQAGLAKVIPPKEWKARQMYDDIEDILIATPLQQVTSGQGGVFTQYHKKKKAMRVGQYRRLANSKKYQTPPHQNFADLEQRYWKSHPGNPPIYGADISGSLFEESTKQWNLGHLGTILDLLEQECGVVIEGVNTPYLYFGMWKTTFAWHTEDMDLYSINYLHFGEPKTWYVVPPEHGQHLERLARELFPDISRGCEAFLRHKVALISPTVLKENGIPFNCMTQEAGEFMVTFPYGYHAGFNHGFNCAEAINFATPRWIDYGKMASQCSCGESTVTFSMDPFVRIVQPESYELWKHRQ
SMN2 splice up: enhancers of SMN2 splice variant expression | HEK293 SMN2-luciferase splicing reporter, luminescence, 30-36 h | 210,000 tested, 2.8% active | Potency, µM (doses to about 46.1 µM), for the others: at the top dose activity change, positive = activation, hits mostly activators | AID 1458; further: % of control where 0% means no effect; nearly all actives have a fitted effect of over 55% in size
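HEK293 cells carry an SMN2 […]–luciferase reporter in which exon 7 inclusion puts luciferase in frame. Cells were plated 10-12 h before compound addition, then incubated 30-36 h at 37C. ONE-Glo luminescence was read; sodium butyrate at 4.5 mM final served as control.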
RECQ1 helicase: blocks DNA unwinding by human RECQ1; P46063; RECQ1 DNA unwinding, red fluorescence kinetic read; Potency, µM (series often up to 57.3 µM), without a hit: top-dose activity, negative = inhibition, usual class: inhibitors; 240,000 tested, 0.54% active; AID 2549;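 further: plate controls were vehicle for no effect and no enzyme for full effect; nearly all actives have a fitted effect of over 30% in size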
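RECQ1T1 50 nM; forked duplex (20 bp + 30-nt ss tails) 200 nM, ATP 2 mM final; pH 8.0, 2 mM MgCl2, 2.5 ug/ml poly(dI-dC); 15 min compound preincubation; discontinuous kinetic read over 2 h at RT.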
GoLoco inh red: blocks human Gai1 binding to RGS12 GoLoco peptide, red readout | P63096 | Gai1:RGS12 GoLoco peptide FP, rhodamine, 10 min | Potency, µM (series often up to 61.6 µM), inactives show at the highest dose activity, negative = inhibition, hits mostly inhibitors | 230,000 tested, 0.44% active; active means well fitted inhibition curve with a large enough effect, not every such curve was filed as active; inactive means no such curve, though single readings can be large or run the other way; further: on the % scale 0 is the no-effect control and ±100 the full control effect; nearly all actives have a fitted effect of over 30% in size; many of its hits are not listed in these tables
Target sequence (P63096 whole entry, looked up): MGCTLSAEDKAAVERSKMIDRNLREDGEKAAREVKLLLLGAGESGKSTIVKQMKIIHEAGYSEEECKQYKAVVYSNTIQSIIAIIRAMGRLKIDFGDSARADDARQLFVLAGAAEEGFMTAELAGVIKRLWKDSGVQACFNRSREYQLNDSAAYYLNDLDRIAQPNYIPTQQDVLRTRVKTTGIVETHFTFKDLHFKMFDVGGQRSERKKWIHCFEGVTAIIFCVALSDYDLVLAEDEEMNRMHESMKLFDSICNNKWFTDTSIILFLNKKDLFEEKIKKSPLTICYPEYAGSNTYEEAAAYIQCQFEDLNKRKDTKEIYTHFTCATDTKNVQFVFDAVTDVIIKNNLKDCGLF
* marks the source's active call; other numbers are inactive results; i = inactive; ? = inconclusive; · = not tested or not shown; [ ] = remark or other dose. Unless noted, the call rests on the fitted dose curve; in most records, active means well fitted curve in the direction sought with a large enough effect; inconclusive means small, poorly fitted or top-dose-only effect, or another doubt; inactive means no such curve, though single readings can be large; an effect the other way counts as inactive or inconclusive. Potency means the concentration at half of the fitted maximal effect. These rows are one share of the data; the hit share may differ from the screen's.

Sequence of screens – IMPase Li inh	Epigenetic derep	NPSR antag	KinaseGlo FLuc	KDM4E inh	SMN2 splice up	RECQ1 helicase	GoLoco inh red
1) COC(=O)C1=C(C(=O)OC)[C@@H]2N(C)c3ccc(OC)cc3[C@@]23C[C@@H](C(=O)OC)N(S(=O)(=O)c2ccc([N+](=O)[O-])cc2)C3=N1
→ 0%	3.6%	-20%	0%[7.66 µM]	3%[11.4 µM]	14%[9.22 µM]	-10%[11.5 µM]	6%[14.2 µM]
2) Nc1nc(COc2ccccc2C=O)nc(Nc2ccccc2)n1
→ ·	8.2%	-13%	·	8%	·	-1%	5%
3) O=C(Cn1c2c(c(-c3ccccc3Cl)cc1=O)CCC2)NCC1CCCO1 (stereo unspecified)
→ ·	1.2%	9%	·	?	·	-3%	-1%
4) CC1CCN(CCCCOc2ccc(Br)cc2)CC1
→ 11%	1.0%	12%	2%	?	-3%	?	-1%
5) CCn1c(=NC(=O)CSCC(=O)Nc2nccs2)sc2ccccc21
→ 31%[38.3 µM]	3.2%	-12%[46.1 µM]	-3%	4%	-19%	i	-12%
6) Cc1occc1C(=O)NNC(=O)COc1ccc(Br)cc1Br
→ 1%	-2.0%	5%	-3%	-6%	21%	i	7%
7) CNC(=S)Nc1ccc(Br)cc1
→ 2%	-2.5%	8%	-1%	-2%	8%	i	8%
8) Cn1c(N)c(C#N)c2c(c1=S)COC(C)(C)C2
→ 24%[38.3 µM]	2.8%	6%[46.1 µM]	1%	-17%	2%	-1%	10%
9) O=C(COc1ccc(/C=N/NC(=O)c2ccccc2O)cc1)Nc1ccccc1
→ 33%[activator]	-4.4%	-24%	1%	99%	0%	i	11%
10) CCOc1cc2c(cc1OCC)C(c1ccc(OC)cc1)N(c1ccccc1)C(=O)C2 (stereo unspecified)
→ 6%	0.0%	-13%[46.1 µM]	0%	-1%	?	-2%	-2%
11) Cc1ccc(SC2=C(Sc3ccc(C)cc3)C(=O)c3ccccc3C2=O)cc1
→ ·	5.9%	?	·	-13%	·	-18%	-28%
12) Cn1c(SCc2ccc(C#N)cc2Cl)nc2ccccc21
→ 10%[38.3 µM]	-11%	-7%[46.1 µM]	-12%	6%	14µM*	-2%	4%
13) O=C(CN(c1ccccc1)S(=O)(=O)c1ccccc1[N+](=O)[O-])NN=C1CCCCCCC1
→ 1%[38.3 µM]	-1.6%	?	-1%	0%	-7%	-7%	-5%
14) COc1cc(/C=C2/SC(=S)N(C)C2=O)ccc1OC(=O)c1ccco1
→ -7%	12%	-1%	-4%	-10%	13%	-25%	116%[activator]
15) CC(C)(C)NC(=O)NC(=O)CSc1cccc(C(F)(F)F)c1
→ 13%	7.9%	-39%	0%	-2%	2%	i	3%
16) Cc1csc(SCc2nnc(-c3ccccc3Br)o2)n1
→ ·	-0.2%	-25%[46.1 µM]	·	?	·	-1%	·
17) Oc1nc(Nc2ccc(Cl)cc2Cl)sc1/C=C1\C=Nc2ccccc21
→ 5%	0.0%	-19%[46.1 µM]	-1%	1%	3.2µM*	0%	140%[activator]
18) O=C(CN1CCNCC1)Nc1ccccc1Cl
→ 17%[38.3 µM]	-2.7%	-5%[46.1 µM]	-2%	-1%	-10%	-1%	0%
19) CCO[C@H]1OC(C(=O)N2CCN(Cc3ccc4c(c3)OCO4)CC2)=C[C@@H](c2cn(C(C)=O)c3ccccc23)[C@@H]1CCCO
→ 6%	0.4%	?	·	1%	·	35µM*	8%
20) CCOc1cc(C#N)c(NC(=O)Cn2nnc3ccccc32)cc1OCC
→ ·	?	-11%[46.1 µM]	·	?	·	i	·

Sequence of screens – IMPase Li inh	Epigenetic derep	NPSR antag	KinaseGlo FLuc	KDM4E inh	SMN2 splice up	RECQ1 helicase	GoLoco inh red
21) CCOC(=O)N1CCN(C(=O)CSc2nnc(-c3cccc(OC)c3)o2)CC1
→ -9%[38.3 µM]	-0.1%	-7%[46.1 µM]	10%	7%	-14%	-4%	6%
22) O=C(NCCc1cccc(Cl)c1)c1ccc(Cl)c([N+](=O)[O-])c1
→ 1%	-1.0%	-12%	1%	-4%	-2%	-11%	-8%
23) CCOC(=O)CNc1ncc([N+](=O)[O-])cc1C#N
→ -7%	0.0%	7%[46.1 µM]	4%	0%	0%	0%	6%
24) O=C(O)CCSCCC(=O)O
→ 12%[38.3 µM]	-3.0%	4%[46.1 µM]	5%	-3%	8%	-11%	-21%
25) O=C(NCc1ccc(F)cc1)C1CCN(S(=O)(=O)N2CCOCC2)CC1
→ -6%	0.4%	10%	-2%	2%	-6%	-1%	-4%
26) O=C(CSc1nc(-c2ccccc2)cc(C(F)(F)F)n1)NCCN1CCOCC1
→ 23%[38.3 µM]	-2.0%	8%[46.1 µM]	0%	6%	10%	1%	5%
27) CC(C)c1cccc2cc3c(nc12)-c1cccc(=O)n1C3
→ -1%	-2.5%	·	-1%	?	2%	-1%	2%
28) COc1ccccc1-c1nnc2sc(-c3cc4ccccc4o3)nn12
→ 4%[38.3 µM]	-1.1%	-4%[46.1 µM]	-1%	2%	-32%[inhibitor]	9%	15%
29) CCOC(=O)c1ccc(OCc2c(C)noc2C)cc1
→ 32%[activator][38.3 µM]	0.0%	-20%[46.1 µM]	7%	2%	0%	-5%	9%
30) COc1ccc(N2CCN(C(=O)Cc3ccc(Br)cc3)CC2)cc1
→ ·	0.0%	-8%	·	-5%	·	16%	4%
31) Cc1ccccc1Nc1nc(N)nc(CN(C)c2ccccc2)n1
→ 3%[38.3 µM]	-5.8%	2%[46.1 µM]	-1%	7%	-1%	-7%	3%
32) COC(=O)c1c(C)oc(C)c1S(=O)(=O)NC(c1ccccc1)c1ccccc1
→ ·	3.0%	-37%	·	2%	·	7%	-5%
33) CC(=O)c1sc(Nc2ccc(C)cc2)nc1C
→ -5%	-2.2%	12%	4%	2%	-48%[inhibitor]	0%	2%
34) CCCN(CCC)S(=O)(=O)c1ccc(C(=O)Nc2ccc(OCC(=O)N3CCOCC3)cc2)cc1
→ 38%[activator][38.3 µM]	-0.7%	0%[46.1 µM]	2%	-3%	-38%[inhibitor]	-4%	-6%
35) COc1ccc(-c2ccc(C(=S)N3CCN(C(C)=O)CC3)o2)cc1
→ -24%[38.3 µM]	-1.2%	-14%[46.1 µM]	-2%	?	5%	-10%	-9%
36) CCOc1cc(NC(=S)NCCCN2CCOCC2)c(OCC)cc1NC(=O)c1cccc(C)c1
→ 2%	2.6%	-22%	0%	-6%	-16%	i	14%
37) COc1ccccc1NC(=O)CSc1nnc(-c2ccoc2C)n1CCc1ccccc1
→ -10%[38.3 µM]	2.5%	?	-1%	0%	3%	-7%	9%
38) CCOCCn1c(SCc2ccc(F)cc2)nc2c1c(=O)[nH]c(=O)n2C
→ -2%[38.3 µM]	-0.2%	-11%[46.1 µM]	3%	4%	11%	-9%	-11%
39) CS(=O)(=O)N1CCN(c2ccc(C(=O)NC34CC5CC(CC(C5)C3)C4)cc2[N+](=O)[O-])CC1
→ -4%	-0.5%	-15%	0%	-2%	?	2%	-4%
40) CCOC(=O)c1c(C)c(C(=O)NCCOC)c(C)n1CC
→ 52%[activator][38.3 µM]	0.0%	-2%[46.1 µM]	-3%	8%	-2%	-15%	3%

Sequence of screens – IMPase Li inh	Epigenetic derep	NPSR antag	KinaseGlo FLuc	KDM4E inh	SMN2 splice up	RECQ1 helicase	GoLoco inh red
41) CCOCC(=O)N1CCCC(C(=O)OCC)C1 (stereo unspecified)
→ -9%[38.3 µM]	-1.1%	11%[46.1 µM]	0%	2%	0%	-4%	-9%
42) Cc1ccc(OCC(=O)Nc2ccc(-c3nc4ncccc4o3)cc2)c(C)c1
→ ?	0.0%	-10%[46.1 µM]	2%	?	?	-10%	4%
43) CC1(NC(=S)NCCCCCCNC(=S)NC2(C)CCS(=O)(=O)C2)CCS(=O)(=O)C1 (stereo unspecified)
→ ·	-2.1%	-20%	·	0%	·	-2%	5%
44) Cc1ccc(-c2cc3c(N=O)c4ccccc4c-3n[nH]2)cc1
→ 7%	6.9%	-22%	10µM*	?	-90%[inhibitor]	i	17%
45) O=c1c2ccccc2n(Cc2ccccc2F)c(=O)n1Cc1ccccc1F
→ 8%[38.3 µM]	-0.9%	-28%[46.1 µM]	1%	-11%	-7%	i	-4%
46) CCCCCC(=O)N/N=C/c1ccccc1[N+](=O)[O-]
→ 6%	1.3%	3%	1%	10%	4%	-2%	6%
47) CSc1cccc(NC(=S)N2CCCN(Cc3ccccc3F)C2)c1
→ 1%	2.6%	-18%	-2%	21%	6%	i	1%
48) CNc1cc(Cl)nc(SC)n1
→ -3%	1.1%	25%	1%	-1%	1%	i	6%
49) Cc1ccc2cc(-c3noc(C(C)(C)C)n3)c(=O)[nH]c2c1
→ -4%[38.3 µM]	0.0%	-8%[46.1 µM]	3%	?	-4%	-11%	-5%
50) CCCC(=O)Nc1nc(-c2ccccc2)c(CC)s1
→ 15%	-0.6%[10.1 µM]	-12%	-2%	3%	-9%	i	5%
51) COc1cc2nc(C(C)(C)C)oc(=O)c2cc1OC
→ ·	0.0%	8%	·	?	·	1%	-2%
52) COc1ccc(O[C@H]2C=C[C@@H](c3ccccc3)O[C@@H]2COC(=O)CC/C(C)=N/O[C@@H](C)c2cc(-c3c(C)cc(C)cc3C)no2)cc1
→ 10%	0.0%	3%	-2%	-2%	-31%[inhibitor]	-11%	2%
53) N#Cc1cc2c(nc1SCc1ccncc1)CCC2
→ 18%[38.3 µM]	2.3%	-21%[46.1 µM]	-2%	?	11µM*	-11%	-13%
54) CCc1ccccc1N1C(=O)c2cccc3c(N4CCOCC4)c([N+](=O)[O-])cc(c23)C1=O
→ 13%[38.3 µM]	0.8%	?	-3%	2%	-6%	0%	-6%
55) COc1cc(C2C3C(=O)N(Cc4ccccc4)C(=O)C3ON2c2ccccc2)cc(OC)c1O (stereo unspecified)
→ 12%[38.3 µM]	-0.7%	-19%[46.1 µM]	-4%	?	11%	-9%	9%
56) Cc1ccc(Nc2nnc(SCC(=O)Nc3ccc(S(=O)(=O)N4CCOCC4)cc3)s2)cc1
→ 29%[38.3 µM]	0.0%	-12%[46.1 µM]	-5%	5%	6%	i	-7%
57) O=S(=O)(/N=S1/CC=CCN1S(=O)(=O)c1ccccc1)c1ccccc1 (stereo unspecified)
→ 37%[activator][38.3 µM]	12%	-6%[46.1 µM]	1%	28µM*	-5%	-11%	14%

Screening results: PubChem, National Center for Advancing Translational Sciences (NCATS)
